High-throughput results deposited in PubChem BioAssay by several laboratories.
Diaphorase act – compounds boosting diaphorase resazurin reduction – biochemical, uHTS, resorufin fluorescence, counter-screen for diaphorase-coupled primary assays, primary screen | activation factor at 20 µM | Diaphorase/resazurin coupled assay, 16 min; hits give high values; 1 = vehicle wells, 0 = NADH-free wells | actives 0.005% (n = 190,000);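 active = diaphorase activity raised at least twofold by the compound at 20 µM; inactive = activation factor below 2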
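Test system: Clostridium kluyveri diaphorase, purified enzyme; input: enzyme 0.07 U/mL final; buffer or medium: 50 mM HEPES pH 7.4 with 4.542 mM MgCl2, 0.005% Tween 20; also added: 0.114 mM NADH and 0.1 mM resazurin, final amounts; schedule: 16 min enzyme reaction, ambient temperature; technique: fluorescence of resorufin, 544 nm excitation, 590 nm emission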
PPARg SRC-2 ag – agonists of PPARg-SRC-2 recruitment, primary screen, biochemical, HTS; PPARgamma LBD-SRC-2 recruitment; activation, % at 8 µM; actives 0.34% (n = 200,000); in the data active = activation above about 22%;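 note: 0% = vehicle and 100% = reference agonist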
Diaphorase inh – diaphorase inhibitors and chemical oxidizers, primary screen, counter-screen for diaphorase-coupled primary assays, biochemical, uHTS, resorufin fluorescence; diaphorase resazurin-to-resorufin fluorescence, NADH, 16 min; bacterial (C. kluyveri) enzyme, not human; inhibition, % at 20 µM; actives 0.69% (n = 190,000); AID 1217, 2008;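 active = primary screen inhibition at 20 µM above a set limit, cut at about 50% in these data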;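 note: plate controls were DMSO with full reaction for no effect and wells lacking NADH for full effect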
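System: Bacterial diaphorase enzyme (C. kluyveri) | Incubation: 16-min room-temperature incubation before reading | Benchmarks: No-NADH positive control and DMSO neutral control | Measured by: Resorufin fluorescence 544/590 nm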
PPARg SRC3 recr – PPARgamma agonists recruiting SRC-3 coactivator, primary screen, biochemical; actives 0.26% (n = 200,000); Peroxisome proliferator-activated receptor gamma (Homo sapiens), P37231; AID 731, 2007; activation, % at 8 µM; biochemical PPARgamma/SRC-3 coactivator recruitment assay; in the data active = activation above about 23%;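 note: 0% = DMSO and 100% = reference agonist; some compounds past the cut are filed as inactive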
SRC2 TRFRET art – TR-FRET signal artefacts, primary screen, artefact control for PPARgamma SRC-2 agonist project, biochemical; TR-FRET artefact counter-screen; hits give high values; TR-FRET ratio at 8 µM; actives 0.4% (n = 200,000); AID 1049, 2008; in the data active = TR-FRET ratio above about 2000; note: inactives centre near 1500
G6PDH counter – L. mesenteroides G6PDH inhibitors, counter-screen for G6PDH-coupled screening assays, biochemical, Leuconostoc mesenteroides enzyme; inhibition, % at 5 µM; Purified L. mesenteroides G6PDH, diaphorase/resazurin coupled fluorescence, 45 min; actives 0.12% (n = 200,000); in the data active = inhibition above about 50%
PMI act hi M6P – human PMI activators, high substrate, primary screen, biochemical, fluorescence intensity, near-saturating mannose 6-phosphate. coupled PMI enzyme assay, resazurin fluorescence, 20 min; hits give high values; 1 = untreated enzyme, 0 = substrate-free blank. activation factor at 20 µM. actives 0.34% (n = 190,000). AID 1216, 2008;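 active = activation factor of 2 or more at 20 µM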
Target sequence (P34949 whole entry, looked up): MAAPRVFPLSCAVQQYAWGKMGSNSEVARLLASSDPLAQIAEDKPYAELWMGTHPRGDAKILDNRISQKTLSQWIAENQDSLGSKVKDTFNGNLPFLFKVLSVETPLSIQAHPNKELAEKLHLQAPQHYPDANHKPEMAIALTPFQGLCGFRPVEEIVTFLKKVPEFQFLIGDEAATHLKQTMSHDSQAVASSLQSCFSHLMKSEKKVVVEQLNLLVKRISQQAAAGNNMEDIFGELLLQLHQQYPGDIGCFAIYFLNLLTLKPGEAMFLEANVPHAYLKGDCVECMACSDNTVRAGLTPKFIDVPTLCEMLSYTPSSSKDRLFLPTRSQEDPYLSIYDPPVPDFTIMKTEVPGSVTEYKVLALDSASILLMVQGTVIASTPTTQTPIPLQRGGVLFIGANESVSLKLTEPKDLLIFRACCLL
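Material: human phosphomannose isomerase with PGI, G6PDH, diaphorase coupling enzymes. Quantity: 15 ng/mL PMI. Medium: HEPES pH 7.4 buffer with MgCl2 and Tween-20. Reagent: Near-saturating mannose-6-phosphate, 1.0 mM. Compound: 20 µM single dose. Times: enzyme reaction with compound 20 min at room temperature. Detection: resorufin fluorescence at Ex 544/Em 590 nm.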
S1P3 antag – S1P3 receptor antagonists, primary screen, cell-based; actives 0.27% (n = 170,000); CHO S1P3 NFAT-BLA reporter, FRET fluorescence, antagonist mode; inhibition, % at 4.98 µM;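 active = inhibition above the plate cutoff, the mean inhibition of test wells on that plate plus 3 SD, cut at about 28% in these data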;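 note: cells challenged with S1P at its EC80 of 0.8 µM; blue over green emission ratio from cleaved BLA substrate after 4 h stimulation; 0% = S1P-stimulated wells and 100% = unstimulated DMSO-only wells; some compounds past the cut are filed as inactive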
PPARg SRC-1 ag – PPARgamma agonists recruiting SRC-1 coactivator, primary screen, biochemical | PPARgamma-SRC-1 coactivator recruitment biochemical assay | activation, % at 8 µM | Peroxisome proliferator-activated receptor gamma (Homo sapiens), P37231 | AID 631, 2007 | actives 0.41% (n = 200,000); in the data active = activation above about 19%;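 note: 0% = DMSO and 100% = reference agonist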
ROMK mod – ROMK potassium channel modulators, primary screen, cell-based, thallium flux, MLSMR library | ATP-sensitive inward rectifier potassium channel 1 (Homo sapiens), P48048 | Tet-inducible ROMK, thallium flux fluorescence; actives lie on both sides | B-score at 10 µM | actives 2% (n = 130,000) | AID 1918, 2009;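 active = signal ratio slope over the read window, or its plate-corrected B-score, at least 3 SD from the plate mean, either direction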;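 note: B-score of the F/F0 ratio slope over 7 to 12 s after thallium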
Target sequence (P48048 whole entry, looked up): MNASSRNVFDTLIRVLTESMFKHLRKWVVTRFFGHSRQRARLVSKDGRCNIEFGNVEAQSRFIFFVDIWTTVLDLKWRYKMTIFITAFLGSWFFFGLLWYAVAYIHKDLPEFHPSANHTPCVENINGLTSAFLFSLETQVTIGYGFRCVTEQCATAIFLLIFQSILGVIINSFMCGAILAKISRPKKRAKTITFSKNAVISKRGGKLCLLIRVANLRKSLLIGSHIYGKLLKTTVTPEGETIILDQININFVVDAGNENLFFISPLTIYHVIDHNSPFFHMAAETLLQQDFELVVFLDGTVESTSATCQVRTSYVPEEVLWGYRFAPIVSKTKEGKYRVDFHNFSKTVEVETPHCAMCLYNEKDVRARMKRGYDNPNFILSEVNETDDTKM
PMI activator – activators of human PMI, primary screen, biochemical, fluorescence intensity, near-Km mannose 6-phosphate | Mannose-6-phosphate isomerase (Homo sapiens), P34949 | actives 0.005% (n = 190,000) | activation factor at 20 µM | AID 1214, 2008 | purified human PMI, coupled resazurin fluorescence, 20 min; hits give high values; 1 = vehicle control, 0 substrate-free wells;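 active = activation factor of 2 or more at 20 µM, relative to plate controls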
Starred values were filed as active, the others as inactive; nt = no result given.

Preview:
[1] CCOc1cc(-c2cc(-c3ccc(OC)cc3)nc(N)c2C#N)ccc1O
[2] N#Cc1c(-c2ccccc2)nc(SCc2nc(N)nc(N3CCCCC3)n2)[nH]c1=O
[3] O=C(NC(=S)Nc1ccc(CN2CCOCC2)cc1)c1ccccc1[N+](=O)[O-]
assay / entry,1,2,3
Diaphorase act,0.9,0.7,0.9
PPARg SRC-2 ag,-3,5,4
Diaphorase inh,13,34,8
PPARg SRC3 recr,-3,1,-8
SRC2 TRFRET art,1387,1545,1476
G6PDH counter,0,-8,1
PMI act hi M6P,1,1,1
S1P3 antag,nt,6,6
PPARg SRC-1 ag,-3,3,4
ROMK mod,-0.27,nt,nt
PMI activator,1,0.9,0.9

Results, from the first entry:
[1] CCOc1cc(-c2cc(-c3ccc(OC)cc3)nc(N)c2C#N)ccc1O
[2] N#Cc1c(-c2ccccc2)nc(SCc2nc(N)nc(N3CCCCC3)n2)[nH]c1=O
[3] O=C(NC(=S)Nc1ccc(CN2CCOCC2)cc1)c1ccccc1[N+](=O)[O-]
[4] Cc1nnc(NC(=O)C2CCCCC2)s1
[5] COc1ccc(N(CC(=O)NCc2ccccc2)C(=O)Cn2nnc(-c3ccccc3F)n2)cc1OC
[6] Cc1ccc(NC(=O)COC(=O)c2ccnn2C)cc1
[7] CCCNS(=O)(=O)c1ccc(CCC(=O)Nc2ccc3c(c2)OCO3)cc1
[8] O=C(CNS(=O)(=O)c1ccccc1F)Nc1ccc(N2CCOCC2)cc1
assay / entry,1,2,3,4,5,6,7,8
Diaphorase act,0.9,0.7,0.9,0.9,0.8,1,0.9,0.9
PPARg SRC-2 ag,-3,5,4,-2,0,-3,1,-6
Diaphorase inh,13,34,8,6,18,0,15,13
PPARg SRC3 recr,-3,1,-8,1,-1,-2,-9,-7
SRC2 TRFRET art,1387,1545,1476,1364,1478,1477,1388,1558
G6PDH counter,0,-8,1,6,14,6,2,4
PMI act hi M6P,1,1,1,1,0.9,1.1,0.9,1
S1P3 antag,nt,6,6,-10,0,7,19,nt
PPARg SRC-1 ag,-3,3,4,2,3,0,-6,-6
ROMK mod,-0.27,nt,nt,nt,-1.2,-0.08,0.0036,0.83
PMI activator,1,0.9,0.9,1,0.8,1,0.9,0.9

[9] NC12CC3CC(C1)CC(CO)(C3)O2
[10] Cc1ccc(-c2nn(-c3ccccc3)cc2C=C2C(=O)CC(C)(C)CC2=O)cc1
[11] CC1CCCN(c2ccc(C(=O)OCn3nnc4ccccc4c3=O)cc2[N+](=O)[O-])C1 (stereo not given)
[12] CNC(=O)c1cc2c(ccc3ccccc32)o1
[13] CCCc1nn(C)c(C(=O)Nc2ccc(C)c(C)c2)c1Cl
[14] Cc1ccc(Cn2cccc(NC(=O)NCc3ccccc3)c2=O)cc1
[15] O=C(CSCC(=O)N1CCOCC1)Nc1ccccc1
[16] CCOC(=O)C1CCN(S(=O)(=O)c2ccc(Br)c(OCC)c2)CC1
assay / entry,9,10,11,12,13,14,15,16
Diaphorase act,0.9,0.8,0.9,0.8,0.9,0.9,1,0.8
PPARg SRC-2 ag,1,10,6,13,-3,0,6,9
Diaphorase inh,10,22,8,15,12,8,-1,16
PPARg SRC3 recr,-1,8,5,4,-5,6,11,8
SRC2 TRFRET art,1359,1639,1662,1722,1746,1447,1501,1631
G6PDH counter,-2,2,17,1,6,8,6,6
PMI act hi M6P,1,1.1,1,1,1,1,1.1,0.9
S1P3 antag,20,nt,9,-27,17,nt,5,-21
PPARg SRC-1 ag,3,7,12,3,-11,-5,-6,2
ROMK mod,nt,0.47,nt,-0.71,nt,nt,0.062,nt
PMI activator,1,1,1,1,1,1,1.1,0.8

[17] COc1ccc(NC(=S)c2ccccc2)cc1
[18] CCSc1nc(C)c(CC)c(C)c1C(N)=O
[19] Oc1c(Cl)cc(Cl)c2c1NCCC2
[20] COc1cc(NC(=O)Cn2nc(Cc3cccnc3)c3ccccc3c2=O)cc(OC)c1OC
[21] O=C(NC(NC(=S)Nc1ccccc1C(=O)O)C(Cl)(Cl)Cl)c1ccccc1 (stereo not given)
[22] CCCCNC(=O)NNc1nc(Cl)cc(C)c1C#N
[23] CC1(C)Cn2c(nnc2-c2ccccc2)S1
[24] CN1CCN(C(=S)C(=O)NCc2ccccc2)CC1
assay / entry,17,18,19,20,21,22,23,24
Diaphorase act,0.8,0.9,0.4,1.1,0.9,0.9,0.8,0.9
PPARg SRC-2 ag,9,-9,11,-6,2,-3,0,5
Diaphorase inh,16,7,64*,-8,13,6,18,11
PPARg SRC3 recr,-2,-5,0,-3,2,2,5,4
SRC2 TRFRET art,1383,1346,1524,1508,1488,1544,1503,1678
G6PDH counter,2,-3,-16,2,6,-2,1,7
PMI act hi M6P,1,1,0.5,1.1,1,1,0.9,0.9
S1P3 antag,-4,-23,6,nt,-4,1,-10,-11
PPARg SRC-1 ag,4,-10,0,1,-2,-3,-1,-3
ROMK mod,1.2,nt,nt,nt,-0.26,-0.05,0.043,-0.027
PMI activator,1,0.9,0.4,1,0.8,1.1,0.9,0.9

[25] COc1ccc(CCCc2n[nH]c(=S)o2)cc1C
[26] CCn1c(SCC(=O)Nc2nc3ccc(OC)cc3s2)nc2c1c(=O)n(C)c(=O)n2C
[27] Cc1ccc(NC(=O)COC(=O)c2ccc([N+](=O)[O-])o2)cc1S(=O)(=O)N1CCCCC1
[28] CCc1nc2scc(-c3ccccc3)c2c(=O)n1N
[29] Cc1ccc(-n2c(C)n[nH]c2=S)cc1
[30] O=C1C(=O)N(CCO)C(c2cccc(F)c2)/C1=C(\O)c1ccc(Cl)cc1 (stereo not given)
[31] O=C(Cn1nnc2ccccc2c1=O)N[C@@H](Cc1c[nH]c2ccccc12)C(=O)O
[32] CCOC(=O)COc1ccc2c(C)cc(=O)oc2c1C(=O)c1ccccc1
assay / entry,25,26,27,28,29,30,31,32
Diaphorase act,0.9,0.8,0.8,0.8,0.8,0.9,0.8,1
PPARg SRC-2 ag,6,6,13,-1,10,-5,-5,-2
Diaphorase inh,9,16,22,19,16,9,17,-2
PPARg SRC3 recr,3,-5,8,7,4,-4,-2,2
SRC2 TRFRET art,1545,1534,1531,1429,1672,1634,1452,1813
G6PDH counter,0,3,0,0,-7,6,6,10
PMI act hi M6P,1.2,1,0.8,0.9,0.9,1.1,1,1.1
S1P3 antag,11,2,-11,nt,-10,1,14,6
PPARg SRC-1 ag,4,2,-4,-10,4,-1,0,8
ROMK mod,nt,nt,-0.042,nt,nt,0.25,0.38,nt
PMI activator,1.2,1,0.9,0.9,0.9,1.1,1,1.1

[33] O=C(CSc1nc2ccccc2c(=O)n1Cc1ccco1)c1ccccc1
[34] O=C(O)CC1SC(=O)N(Cc2ccccc2)C1=O (stereo not given)
[35] COc1ccc(C(=O)N2CCN(C(=O)c3ccc(-c4ccccc4)cc3)CC2)cc1OC
[36] Cc1c(NC(=O)C2CCCN2S(=O)(=O)c2cccc3nsnc23)cccc1C(=O)O (stereo not given)
[37] CCCCC(=O)Nc1ccc(C(=O)N2CCN(C)CC2)cc1
[38] COC(=O)c1ccccc1NC(=O)CSCC(=O)Nc1ccc(F)cc1
[39] Cc1onc(-c2ccccc2Cl)c1C(=O)Nc1ccccc1
[40] O=C(c1noc2c1CCCC2)N1CCCCC1
assay / entry,33,34,35,36,37,38,39,40
Diaphorase act,0.9,0.8,0.9,0.8,0.9,1.1,0.9,0.9
PPARg SRC-2 ag,4,10,-2,2,-1,10,-4,9
Diaphorase inh,14,16,6,15,10,-7,5,9
PPARg SRC3 recr,10,7,-2,10,-8,4,0,3
SRC2 TRFRET art,1705,1588,1474,1481,1531,1536,1629,1692
G6PDH counter,0,2,-3,-1,3,0,1,-5
PMI act hi M6P,1,0.9,1,1,0.9,1,0.9,0.9
S1P3 antag,12,-8,-1,nt,-4,nt,nt,6
PPARg SRC-1 ag,5,1,-9,8,6,-2,4,4
ROMK mod,0.035,-0.024,0.33,nt,nt,nt,nt,nt
PMI activator,0.9,1,0.9,1,0.8,1,0.9,0.9

[41] Cc1cccc(N2CCN(C(=O)c3ccncc3)CC2C)c1 (stereo not given)
[42] CN(Cc1ccc2nonc2c1)Cc1nc(CC2CC2)no1
[43] C=CCNC(=O)c1onc(CSc2cccc(C)c2)c1C(=O)O
[44] Cc1cc(NC(=O)CSc2nc3cc4c(cc3c(=O)n2CCc2ccccc2)OCO4)no1
[45] Cc1ccc2c(CC(=O)N3CCc4ccccc43)coc2c1
[46] CCN(Cc1ccccc1)S(=O)(=O)c1ccc(S(=O)(=O)N(Cc2cccc(OC)c2)CC2CCCO2)cc1 (stereo not given)
[47] Cn1c(SCC(=O)N2CCCc3ccccc32)nnc1-c1cccs1
[48] COC(=O)C1=C(C)N=C2SCCC(=O)N2C1c1cccs1 (stereo not given)
[49] CC1CC(C(F)F)n2nc(C(=O)O)cc2N1 (stereo not given)
assay / entry,41,42,43,44,45,46,47,48,49
Diaphorase act,0.9,0.8,1,0.9,0.8,1,0.9,0.9,0.8
PPARg SRC-2 ag,-4,-1,-2,3,7,2,7,3,-1
Diaphorase inh,12,18,0,6,22,-4,14,12,22
PPARg SRC3 recr,2,-1,-11,-2,-1,8,11,-3,-5
SRC2 TRFRET art,1601,1649,1485,1582,1581,1375,1602,1594,1488
G6PDH counter,5,15,8,-64,-3,-6,7,-9,0
PMI act hi M6P,0.9,1,1.1,0.9,0.9,0.7,1,1,0.9
S1P3 antag,-3,-2,nt,nt,-20,nt,-9,15,nt
PPARg SRC-1 ag,0,0,-11,2,2,6,4,-8,1
ROMK mod,0.75,-0.46,nt,nt,nt,-0.58,0.26,nt,nt
PMI activator,0.8,1,1.1,0.9,1,0.7,1,1,0.8
